# From PubChem BioAssay
# BoNT F protease: BoNT/F light chain protease inhibitors, primary screen, biochemical, flow cytometry, MLPCN library. Multiplex microsphere protease cleavage assay. inhibition, % at 10 µM. 360,000 tested, 0.22% active. AID 588497, 2011; in the data active = inhibition above about 35%, passing the limit was not always enough; inconclusive = no clear call, values can overlap the other calls; also: plate controls were buffer without enzyme for full effect and enzyme alone for no effect
# Mtb BioA inh: M. tuberculosis BioA enzyme inhibitors, primary screen, biochemical, plate reader, single point, HTS; inhibition, % at 9.99 µM; 360,000 tested, 0.096% active; AID 602481, 2012; purified M. tuberculosis BioA enzyme; in the data active = inhibition above about 40%; inconclusive = no clear call, values can overlap the other calls
# Mtb FBA inh: Mtb FBA enzyme inhibitors, primary screen, biochemical, fluorescence, strain H37Rv. 360,000 tested, 2.3% active. purified M. tuberculosis FBA, fluorescence read-out. inhibition, % at 1 µM. Fructose-bisphosphate aldolase (Mycobacterium tuberculosis (strain ATCC 25618 / H37Rv)), …. AID 588726, 2011; in the data active = inhibition above about 27%;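 also: 0% = vehicle and 100% = reference inhibitor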
# Target sequence (P9WQA3 whole entry, looked up): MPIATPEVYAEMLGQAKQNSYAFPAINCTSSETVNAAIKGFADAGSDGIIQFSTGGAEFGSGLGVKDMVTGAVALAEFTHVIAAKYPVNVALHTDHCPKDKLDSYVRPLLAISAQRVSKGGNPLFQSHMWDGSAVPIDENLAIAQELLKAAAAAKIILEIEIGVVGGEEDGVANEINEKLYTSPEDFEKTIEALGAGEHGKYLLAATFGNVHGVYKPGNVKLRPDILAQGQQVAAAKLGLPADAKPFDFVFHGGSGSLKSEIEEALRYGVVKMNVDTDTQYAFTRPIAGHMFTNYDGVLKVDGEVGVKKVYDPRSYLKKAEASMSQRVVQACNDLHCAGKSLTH
# Rv3671c inh: Rv3671c serine protease inhibitors, primary screen, biochemical, fluorescence polarization, M. tuberculosis H37Rv | inhibition, % at 5.96 µM | 320,000 tested, 0.048% active; in the data active = inhibition above about 38%;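 also: extracellular domain of Rv3671c used as enzyme; 0% = enzyme with DMSO and 100% = no enzyme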
# Target sequence (P9WHR9 whole entry, looked up, the tested form may be a part): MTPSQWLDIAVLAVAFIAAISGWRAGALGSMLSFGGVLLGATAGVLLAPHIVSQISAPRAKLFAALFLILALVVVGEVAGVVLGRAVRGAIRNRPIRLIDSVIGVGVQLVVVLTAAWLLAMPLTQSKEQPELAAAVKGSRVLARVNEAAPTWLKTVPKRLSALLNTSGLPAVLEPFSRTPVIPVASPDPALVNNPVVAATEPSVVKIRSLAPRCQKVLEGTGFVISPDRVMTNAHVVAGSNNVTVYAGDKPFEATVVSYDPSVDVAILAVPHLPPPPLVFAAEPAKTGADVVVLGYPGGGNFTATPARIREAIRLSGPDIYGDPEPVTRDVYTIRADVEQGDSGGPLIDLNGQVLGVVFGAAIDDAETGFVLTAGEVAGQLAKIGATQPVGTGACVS
# PrPC TRFRET: inhibitors of human cell surface prion protein PrPC, primary screen, cell-based, TR-FRET; inhibition, % at 13.8 µM; AID 720596, 2013; TR-FRET read-out; Major prion protein (Homo sapiens), P04156; 370,000 tested, 0.43% active; in the data active = inhibition above about 24%; also: 0% = median of the test wells and 100% = reference compound wells
# MazEF act: activators of E. coli MazEF toxin-antitoxin RNase, primary screen, biochemical, fluorescence, uHTS. activation, % at 20 µM. Endoribonuclease toxin MazF (Escherichia coli (strain K12)), P0AE70. 350,000 tested, 0.32% active. FAM/BHQ RNA-DNA oligo cleavage fluorescence, 5 h; in the data active = activation above about 50%
# Target sequence (P0AE70 whole entry, looked up): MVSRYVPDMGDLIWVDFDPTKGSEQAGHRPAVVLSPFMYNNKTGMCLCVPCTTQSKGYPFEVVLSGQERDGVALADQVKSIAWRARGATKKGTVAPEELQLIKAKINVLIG
# GDH-TPI counter: GDH-TPI coupling enzyme inhibitors, primary screen, artefact control for M. tuberculosis FBA inhibitor project, biochemical, absorbance, full deck; AID 588335, 2011; inhibition, % at 4.8 µM; 360,000 tested, 1.2% active; GDH-TPI coupled enzyme counterscreen, NADH absorbance; in the data active = inhibition above about 30%;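 also: 0% = DMSO wells and 100% = wells lacking the enzyme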
# FadD28 FP inh: inhibitors of FadD28 bisubstrate probe binding, primary screen, biochemical, fluorescence polarization, single point. Mycobacterium tuberculosis FadD28 fatty-acid-AMP ligase. inhibition, % at 12.5 µM. 360,000 tested, 0.22% active. AID 588549, 2011; in the data active = inhibition above about 8.5%, passing the limit was not always enough; inconclusive = no clear call, values can overlap the other calls
# Mtb UGM inh: M. tuberculosis UGM enzyme inhibitors, primary screen, biochemical, fluorescence polarization, single point | UDP-galactopyranose mutase (Mycobacterium tuberculosis (strain ATCC 25618 / H37Rv)), … | purified UGM, fluorescence polarization probe displacement | inhibition, % at 10 µM | 320,000 tested, 0.06% active | AID 504406, 2011; in the data active = inhibition above about 10%, passing the limit was not always enough; inconclusive = no clear call, values can overlap the other calls
# Active calls of the source: *; ? = inconclusive; . = no result given; & = joins results of further samples.
(1) CC(O)c1nc(C(C)O)n(CC(=O)c2ccccc2)n1 (stereo not given)
(2) COc1ccc(C)cc1S(=O)(=O)N1CCOCC1
(3) COc1ccc(C(=O)Nc2ccc(N3CCCCC3)cc2)cc1Br
(4) CC1CN(C2CCN(S(=O)(=O)c3ccc(F)cc3)CC2)CC(C)O1 (stereo not given)
(5) O=C(c1cc(-c2cccs2)on1)N1CCOCC1
(6) CC(C)NC(=O)N(C)C[C@H]1Oc2ccc(NC(=O)Cn3cnnn3)cc2C(=O)N([C@H](C)CO)C[C@@H]1C
(7) O=C(Nc1cccc(Cl)c1)Nc1cc(S(=O)(=O)N2CCOCC2)ccc1N1CCCC1
(8) O=C(Cc1sc(-c2ccccc2)nc1-c1ccccc1)Nc1ccccc1

Compound,1,2,3,4,5,6,7,8
BoNT F protease,-9,-4,-29,-10,-6,0,-4,1
Mtb BioA inh,-0.5,.,.,-0.4,0.2,1.2&-0.4,.,11
Mtb FBA inh,-2,1,-2,-1,3,-1,1,-1
Rv3671c inh,0,11,-2,2,6,4,3,-31
PrPC TRFRET,4,2,-1,1,-3,1,6,-12
MazEF act,0,16,9,4,0,-8,5,4
GDH-TPI counter,4,-3,11,6,-12,2,0,3
FadD28 FP inh,-1.4,-3.2,-3.5,-2.0,-2.5,1.0,-0.1,-1.8
Mtb UGM inh,-2.1,-0.8,0.0,-1.1,2.5,0.0,1.5,-0.7

(9) Cc1ccc(CSC2=Nc3ccccc3C3=NC(=O)CN23)cc1
(10) COc1ccc(C2SCC(=O)N2CC23CC4CC(CC(C4)C2)C3)cc1 (stereo not given)
(11) C=CCNC(=S)N1Cc2cc(Br)ccc2-n2nncc2C1
(12) CCOc1ccccc1N1CCN(Cc2ccc(Br)s2)CC1
(13) O=C(NCc1n[nH]c(=S)n1-c1ccc(F)cc1)c1ccc(S(=O)(=O)N2CCOCC2)cc1
(14) Cc1ccc(NC(=O)COC(=O)CCc2ccc(S(=O)(=O)N3CCOCC3)cc2)cc1C
(15) Cn1c(-c2ccc(F)cc2)cnc1SCC(=O)NCc1ccco1
(16) Cc1oc2c(c1C(=O)N1CCC(C)CC1)C(=O)c1ccccc1C2=O

Compound,9,10,11,12,13,14,15,16
BoNT F protease,36*,0,4,-10,2,-3,0,.
Mtb BioA inh,.,-1.8,0.4,.,.,.,2.4,.
Mtb FBA inh,6,2,-1,2,2,-1,1,.
Rv3671c inh,-2,-4,.,-4,9,-2,-1,-26
PrPC TRFRET,4,-2,6,5,0,-6,0,-44
MazEF act,-6,-10,.,-1,1,1,9,1
GDH-TPI counter,6,6,.,1,-8,-9,7,.
FadD28 FP inh,-1.8,2.9,-4.5,-1.9,-3.7,-3.3,-1.1,.
Mtb UGM inh,-1.2,1.3,.,-0.7,0.7,0.1,-1.2,0.1

(17) Cc1ccc(Sc2cc(N3CCOCC3)nc(-c3ccccc3)n2)cc1
(18) O=C(NCCCN1CCOCC1)c1cccc(S(=O)(=O)N2CCc3ccccc32)c1
(19) Cc1onc(-c2ccccc2)c1C(=O)Nc1ncc([N+](=O)[O-])s1
(20) COCCCN1C(=O)C(CC(=O)NCc2cccs2)CC(C(=O)N(C(C)C)C(C)C)=C1C (stereo not given)
(21) CC(C)n1c(Sc2nccn2C)nc2c1c(=O)n(C)c(=O)n2C
(22) Cc1ccc(-c2ccc([C@H]3[C@@H]4C=CCC[C@@]4(C)C(=O)N3Cc3ccccc3)c(F)c2)cc1
(23) COc1ccc(-c2cn(CCO)c(-c3ccc(Cl)nc3)n2)cc1
(24) O=C(Nc1ccnn1C1CCN(Cc2ccc(Cl)cc2)CC1)C1CCCC1

Compound,17,18,19,20,21,22,23,24
BoNT F protease,3,-5,1,-6,4,-7,-3,5
Mtb BioA inh,.,0.7,1.1,0.7,.,-1.2,0.5,2.5
Mtb FBA inh,1,1,-6,-1,0,-2,0,-2
Rv3671c inh,6,.,3,.,11,7,-1,-1
PrPC TRFRET,-6,-1,2,5,-5,0,0,-7
MazEF act,-9,6,12,.,9,-7,7,-2
GDH-TPI counter,-3,-4,3,.,-2,4,-4,0
FadD28 FP inh,0.8,-3.1,1.9,-2.9,-2.5,0.7,-4.3,-5.3
Mtb UGM inh,-1.2,.,1.1,.,-1.0,0.2,1.5,0.4

# One compound at a time, from the list above. Order of values: BoNT F protease | Mtb BioA inh | Mtb FBA inh | Rv3671c inh | PrPC TRFRET | MazEF act | GDH-TPI counter | FadD28 FP inh | Mtb UGM inh
# Entry for Cn1c(-c2ccc(F)cc2)cnc1SCC(=O)NCc1ccco1 : 0 | 2.4 | 1 | -1 | 0 | 9 | 7 | -1.1 | -1.2
# Entry for CCOc1ccccc1N1CCN(Cc2ccc(Br)s2)CC1 : -10 | . | 2 | -4 | 5 | -1 | 1 | -1.9 | -0.7
# Entry for O=C(Nc1cccc(Cl)c1)Nc1cc(S(=O)(=O)N2CCOCC2)ccc1N1CCCC1 : -4 | . | 1 | 3 | 6 | 5 | 0 | -0.1 | 1.5

# Next part
(25) Cc1cccc(-n2c(C)cc(/C=N\NC(=O)c3ccco3)c2C)c1
(26) CCc1cc([N+](=O)[O-])cc(CC)c1N
(27) N#Cc1ccc(OCC(=O)NN2Cc3ccccc3C2=N)cc1
(28) CC(=O)c1c(C)[nH]c(C(=O)OCC(=O)Nc2cccnc2Cl)c1C
(29) Cc1nn(-c2ccccc2)c(C)c1C(=O)OCC(=O)NC(=O)NC1CCCC1
(30) Cc1ccc(NC(=O)C2(NC(=O)c3cccc(N4C(=O)CSC4c4ccccc4)c3)CCCCC2)cc1 (stereo not given)
(31) CS(=O)(=O)c1ccccc1C(=O)NCCC(c1ccccc1)c1ccccc1
(32) CCOc1cc(C(N)=O)cc(Cl)c1OCC

Compound,25,26,27,28,29,30,31,32
BoNT F protease,-2,-2,-3,-5,-2,11,2,4
Mtb BioA inh,.,-0.6,.,12,-1.1,-6.0,0.0,.
Mtb FBA inh,6,-6,4,-2,-1,-1,4,1
Rv3671c inh,-1,2,1,1,2,-22,11,-5
PrPC TRFRET,5,-9,-1,0,9,3,-12,1
MazEF act,1,2,8,-3,-4,-5,0,0
GDH-TPI counter,8,7,7,10,-10,-10,5,-3
FadD28 FP inh,-2.5,-3.5,0.5,-0.9,-4.2,-3.4,-1.5,-1.6
Mtb UGM inh,-1.1,3.0,-3.8,-1.0,1.6,0.8,-3.1,2.3

(33) Cc1cc(C)n(C(=O)c2ccccc2[N+](=O)[O-])n1
(34) NC(=O)c1sc(=S)n(-c2ccc(Br)cc2)c1N
(35) COC(=O)c1ccc(CSc2nnc(-c3c[nH]c4ccccc34)n2C)o1
(36) Cc1ccc(NC(=O)CCOc2ccccc2)cc1
(37) COc1cc(/C=N/NC(=O)CCN2CCN(Cc3ccccc3)CC2)cc(OC)c1OC
(38) Cc1ccc(-c2ccc(S(=O)(=O)N3CCCC3)cc2)cc1
(39) Cc1ccc(C(C#N)=Cc2ccc3c(c2)OCO3)cc1
(40) COc1ccc(NS(=O)(=O)c2cc(NC(=O)c3cnccn3)ccc2N2CCCC2)cc1

Compound,33,34,35,36,37,38,39,40
BoNT F protease,-8,5,3,-8,-12,3,-11,-4
Mtb BioA inh,.,0.7,-0.9,-1.8,0.7,.,0.1,8.0
Mtb FBA inh,-1,4,-2,-3,4,-2,2,0
Rv3671c inh,-2,3,15,-4,-8,4,.,-2
PrPC TRFRET,-10,-23,0,-1,0,0,8,-2
MazEF act,-6,2,8,-3,-4,6,0,3
GDH-TPI counter,7,27,-8,1,7,-2,27,-2
FadD28 FP inh,-2.4,0.2,-4.7,-3.0,-1.0,-3.7,-1.6,-2.3
Mtb UGM inh,-2.4,2.1,-0.7,-1.1,-4.5,-2.7,.,-0.9

(41) Cn1c(=O)c2ccccc2n(Cc2ccccc2Cl)c1=O
(42) COc1ccccc1OCC(=O)OCC(=O)Nc1ncc(Cl)cc1Cl
(43) CO/N=C(\CCC(=O)O)c1cccs1
(44) O=c1c2ccccc2nc(/C=C/c2ccc(O)c(O)c2)n1-c1ccccc1
(45) COc1ccc(CCNC(=O)c2ccc3nc[nH]c3c2)cc1
(46) CC1CN(C(=O)COc2ccc3ccccc3c2Br)CC(C)O1 (stereo not given)
(47) CC1CC(C)(C)NC(=S)N1CCC(=O)N1CCN(Cc2ccccc2)CC1 (stereo not given)
(48) COC(=O)c1c(-c2ccccc2)noc1-c1ccccc1

Compound,41,42,43,44,45,46,47,48
BoNT F protease,?,3,-8,.,7,-9,-3,.
Mtb BioA inh,-0.5,-1.3,-0.6,-1.2,17,4.2,.,-0.7
Mtb FBA inh,-1,2,0,-6,1,4,2,0
Rv3671c inh,1,8,2,-27,8,1,3,-3
PrPC TRFRET,15,1,3,-19,-1,-5,3,1
MazEF act,-4,13,-3,-39,3,-8,-1,-8
GDH-TPI counter,8,6,15,43*,2,1,9,-5
FadD28 FP inh,-1.6,-1.4,-0.2,-0.6,0.0,0.0,0.3,-1.3
Mtb UGM inh,-1.1,-0.8,0.9,-0.2,-0.4,1.9,0.6,1.4

(49) O=C(COC(=O)C1CCN(C(=O)c2ccc(Cl)cc2)CC1)Nc1ccccc1F
(50) CCn1c(=S)[nH]c2nc3c(cc2c1=O)CCCC3
(51) Cc1ccc(NC(=O)COc2ccc(-n3cnnn3)cc2)cc1C
(52) COCCn1c(-c2ccc(Cl)cc2)cnc1SCC(=O)NCc1cccs1
(53) COc1ccc(C2(C)CC(=O)NC2=O)cc1 (stereo not given)
(54) O=C(CNC(=S)N(Cc1ccccc1)Cc1ccccc1F)NCc1ccccc1
(55) Clc1cccc(Cl)c1Cn1nnc(-c2cccs2)n1
(56) O=C(CSc1nc2ccccc2c(=O)[nH]1)c1ccc(O)c(O)c1

Compound,49,50,51,52,53,54,55,56
BoNT F protease,-4,-3,-1,-5,-11,-3,-7,4
Mtb BioA inh,4.4,-1.2,0.8,7.5,-2.2,.,-4.4,0.7
Mtb FBA inh,1,-1,-4,0,0,-1,-1,-7
Rv3671c inh,-3,3,-4,-2,-2,-3,-5,-5
PrPC TRFRET,-3,1,-1,9,7,7,6,-2
MazEF act,5,6,-1,-5,0,2,-15,9
GDH-TPI counter,0,3,4,5,-5,2,1,24
FadD28 FP inh,0.3,-4.5,-3.6,-2.1,-2.6,-3.8,-0.3,-3.3
Mtb UGM inh,2.3,-2.1,1.6,1.2,-0.9,3.5,0.1,1.3

# Among those listed so far, these have two or more sulfur atoms:
(13) O=C(NCc1n[nH]c(=S)n1-c1ccc(F)cc1)c1ccc(S(=O)(=O)N2CCOCC2)cc1
(34) NC(=O)c1sc(=S)n(-c2ccc(Br)cc2)c1N
(52) COCCn1c(-c2ccc(Cl)cc2)cnc1SCC(=O)NCc1cccs1

Compound,13,34,52
BoNT F protease,2,5,-5
Mtb BioA inh,.,0.7,7.5
Mtb FBA inh,2,4,0
Rv3671c inh,9,3,-2
PrPC TRFRET,0,-23,9
MazEF act,1,2,-5
GDH-TPI counter,-8,27,5
FadD28 FP inh,-3.7,0.2,-2.1
Mtb UGM inh,0.7,2.1,1.2

# Additional compounds follow.
(57) COc1ccc(NC(=O)CN(C)C(=O)c2cccc(S(=O)(=O)N3CCN(c4ccc(F)cc4)CC3)c2)cc1
(58) CN1CCN(S(=O)(=O)c2ccc(NC(=O)c3ccccc3F)cc2)CC1
(59) COc1cccc(NC(=O)c2ccc3c(c2)OCCO3)c1
(60) CCOc1ccc(NC(=O)CSc2nc(NS(=O)(=O)c3ccc(C)cc3)cc(=O)[nH]2)cc1

Compound,57,58,59,60
BoNT F protease,-13,?,-2,6
Mtb BioA inh,-1.1,0.0,1.4,0.9
Mtb FBA inh,-1,2,2,2
Rv3671c inh,.,2,.,.
PrPC TRFRET,7,4,1,5
MazEF act,-2,13,3,11
GDH-TPI counter,4,-6,0,-3
FadD28 FP inh,-0.5,-1.2,-2.4,-3.6
Mtb UGM inh,.,-0.1,.,.
